# Assay outcomes as filed in PubChem.
# KCNQ2 block = KCNQ2 potassium channel inhibitors, primary screen, cell-based, CHO-K1, FluxOR thallium flux, B-score (AID 2156). Potassium voltage-gated channel subfamily KQT member 2 (Rattus norvegicus), O88943. 20 min; stronger effect = lower value. B-score at 10 µM. 1.1% of 310,000 active;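 active = fluorescence ratio B-score at most minus 3 library SDs, with starting brightness B-score within 2 library SDs, cut at about -5.5 in these data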
# Kir21 inh = inhibitors of mouse Kir2.1 inward-rectifier potassium channel | Inward rectifier potassium channel 2 (Mus musculus), P35561 | HEK293-Kir2.1, FluxOR thallium flux fluorescence; stronger effect = lower value | B-score at 10 µM | 0.85% of 310,000 active;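 active = fluorescence ratio B-score at or below minus 3 SD of library scores, with starting-brightness B-score within 2 SD, cut at about -4.2 in these data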;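 also: channel flux triggered by added potassium and thallium sulfate stimulus; B-score of peak minus minimum fluorescence over baseline after thallium stimulus; more negative B-score means stronger Kir2.1 block with less thallium influx; some compounds called inactive have numbers as strong as hits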
# Target sequence (P35561 whole entry, looked up): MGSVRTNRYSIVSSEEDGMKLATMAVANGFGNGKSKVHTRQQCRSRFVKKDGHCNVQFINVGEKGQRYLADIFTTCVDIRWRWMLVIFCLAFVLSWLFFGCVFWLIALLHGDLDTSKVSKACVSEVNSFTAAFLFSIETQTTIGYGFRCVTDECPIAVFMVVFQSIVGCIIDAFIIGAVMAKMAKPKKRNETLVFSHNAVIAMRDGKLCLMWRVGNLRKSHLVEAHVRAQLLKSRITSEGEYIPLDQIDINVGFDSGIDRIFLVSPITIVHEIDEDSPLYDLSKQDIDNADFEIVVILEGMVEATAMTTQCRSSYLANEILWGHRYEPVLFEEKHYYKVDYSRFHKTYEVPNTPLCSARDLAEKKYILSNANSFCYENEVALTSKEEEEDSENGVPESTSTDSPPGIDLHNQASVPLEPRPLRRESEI
# An asterisk follows results filed as active; i = inactive.
compound | KCNQ2 block | Kir21 inh
CCOc1c(OC(C)=O)ccc(/C=C/c2ccc3cccc(OC)c3n2)c1[N+](=O)[O-] | i | 0.82
Cc1ccc(NS(=O)(=O)c2ccc(-c3ccc(=O)[nH]n3)o2)cc1N(C)C | i | 1.4
COc1ccc(N2C(=O)C(Cl)=C(N3CCCC(C)C3)C2=O)cc1 (stereo not given) | i | 0.85
Nc1nc(SCC(=O)NC2CCCC2)[nH]c(=O)c1NC(=O)c1cccs1 | i | -0.1
C/C(=N\Nc1ccc(S(N)(=O)=O)cc1[N+](=O)[O-])c1ccco1 | i | -0.88
Cc1ccc(-c2nnc(SCC(=O)N3CCCc4ccccc43)n2N)cc1 | i | -0.85
CCN1CCN(CCC(=O)Nc2cccc(C)c2)CC1 | i | 0.23
CCCCNC(=O)CCn1c(=O)c2ccccc2n(Cc2ccc(Cl)cc2)c1=O | i | 1.1
Cc1ccc(C(=O)N2NC(c3ccc(F)cc3)C3C(=O)N(c4ccc(C)c(C)c4)C(=O)C32)cc1 (stereo not given) | i | 0.56
O=C1c2cnc3nc(SCc4ccc(Cl)cc4)nn3c2CC2c3ccccc3CCN12 (stereo not given) | i | -0.63
CCOC(=O)CN(C)C(=O)C1CCCN1C(=O)OC(C)(C)C (stereo not given) | i | 0
COc1ccc(NC(=O)c2cc(N3C(=O)C4C5CCC(C5)C4C3=O)ccc2Cl)c(OC)c1 (stereo not given) | i | 1.3
Cc1cccc(C)c1NC(=S)Nc1ccccc1C(=O)NCc1ccco1 | i | -0.2
O=C(NCCc1ccccc1)c1nc2nc(-c3cccs3)cc(C(F)(F)F)n2n1 | i | -0.82
CC(OC(=O)/C=C/c1cccs1)C(=O)Nc1ccc(S(N)(=O)=O)cc1 (stereo not given) | i | 1.5
O=C(Nc1ccc(Cl)cn1)c1ccccc1[N+](=O)[O-] | i | -1.3
O=C(CNS(=O)(=O)c1ccc(Br)cc1)OCc1cc(=O)n2cc(Br)ccc2n1 | i | 0.24
O=C(O)/C=C/C(=O)Nc1c(F)cccc1F | i | 0.14
CC(Sc1nccn1C)C(=O)c1c(N)n(C)c(=O)n(C)c1=O (stereo not given) | i | -1.4
Cc1cc(C)c(NC(=O)c2ccccc2CCc2ccccc2)c(C)c1 | i | -0.03
O=C(COc1cccnc1[N+](=O)[O-])N1CCN(C(=O)c2ccco2)CC1 | i | 0.87
O=C(Nc1ccc2[nH]ncc2c1)c1ccc(F)cc1 | i | 0.12
O=C(NC(=S)Nc1cccnc1)c1cccs1 | i | -0.09
O=C(Cn1nc(Cc2ccncc2)c2ccccc2c1=O)Nc1cccnc1Cl | i | 0.61
COc1ccc(COC(=O)c2nc3nc(C)cc(C)n3n2)cc1F | i | -1
COc1cc(NC(=O)CSc2nc(=O)n(CCN3CCOCC3)c3c2CCCC3)cc(OC)c1 | i | 1.4
Cc1cccc(N=C2N=C(N)c3ccccc32)c1 | i | 1.3
COc1ccc(-c2c(NC(=O)C(C)C)n(C)c3ccccc3c2=O)cc1 | i | 2
O=C(CN1CCOCC1)Nc1ccccc1F | i | 1.3
CCOC(=O)N1CCC(NC(=O)c2ccc3c(c2)N(CC)CCS3)CC1 | i | 0.62
CCOC(=O)Nc1ccc(OC)cc1S(=O)(=O)N1CCCCC1 | i | -0.97
O=C1C(Cc2ccccc2)Nc2ncnc(N3CCOCC3)c2N1Cc1ccc(Br)cc1 (stereo not given) | i | 0.44
O=C1CCC(=O)N1c1ccc(S(=O)(=O)Nc2cccc(Br)c2)cc1 | i | -0.05
CCC(=O)N1CCN=C1SCc1cccc(C(F)(F)F)c1 | i | 1.8
CCOc1cccc(CN2CCC(N3CCC(C(=O)NCC4CCCO4)CC3)CC2)c1 (stereo not given) | i | 1.7
COc1cc(Cl)c(C)cc1NC(=O)COC(=O)C1=COCCO1 | i | 0.85
CCCOc1ccc(-c2cc(C(F)(F)F)c(C#N)c(SCC(=O)O)n2)cc1 | i | -0.41
COc1cc(NC(=O)CSCc2ccccc2)c(C(=O)O)cc1OC | i | 0.32
O=C(CCCC(=O)OCC(Cl)=C(Cl)Cl)Nc1ccc(F)cc1 | i | -0.53
CC(=O)c1c(O)cc(=O)n(-c2ccccc2)c1-c1ccc(C)cc1 | i | 0.04
CC(C)OCCCNC(=O)Cc1ccc(F)cc1 | i | -1.4
COc1ccc(OC)c(NC(=O)c2cc3c(Cl)nc4ccccc4c3s2)c1 | i | -0.96
O=C(Cc1ccc(F)cc1)Nc1cccc(S(=O)(=O)N2CCCC2)c1 | i | 0.01
COc1ccc(C(=O)NNC(=S)NC(=O)c2ccc(OC)cc2)cc1 | i | -1.1
CC(=O)c1cccc(NC(=O)N2CCc3ccccc3C2)c1 | i | -0.68
Cc1occc1C(=O)Nc1cccc(C(=O)NCc2ccccc2)c1 | i | -0.22
CC(Sc1nnc(N)s1)C(=O)Nc1nccs1 (stereo not given) | i | 1.6
O=c1c2sccc2nc(SCc2cc(=O)n3cc(Br)ccc3n2)n1Cc1ccccn1 | i | 1.3
COc1cc(OC)cc(C(=O)Nc2ccc3nc4n(c(=O)c3c2)CCCC4)c1 | i | 0.62
CCOC(=O)N1CCC(NC(=O)c2cc(S(=O)(=O)N(CC)CC)ccc2F)CC1 | i | -1.2
CCOc1cc(C(C(=O)NCC2CCCO2)N(C(=O)Cn2nnc3ccccc32)c2ccccc2C)ccc1O (stereo not given) | i | -0.59
O=C(O)CCc1nnc(SCC(=O)Nc2cccc(C(F)(F)F)c2)[nH]c1=O | i | -0.63
CC(=O)c1cn(-c2ccc(Cl)cc2)c(=O)n(Cc2ccc(Br)cc2)c1=O | i | -0.67
CCNc1nc(NCC)n2c(SCC(=O)Nc3c(C)cccc3C)nnc2n1 | i | -1.5
CN(C)CCN1C(=O)c2oc3ccc(Cl)cc3c(=O)c2C1c1cccc(Br)c1 (stereo not given) | -6.3* | -1.2
CCOC(=O)C1=C(C)NC(C)=C(C(=O)OCCNC(=O)c2cccnc2)C1c1cccc([N+](=O)[O-])c1 (stereo not given) | i | -0.08
COc1ccc(C(=O)NC(=O)NC2(C(Cl)(Cl)Cl)OCCO2)cc1 | i | 2
O=C(NCC1CCCCC1)c1ccc(F)cc1Cl | i | -1
CC(=O)c1ccc(NC(=O)C2CC2c2ccccc2)cc1 (stereo not given) | i | 0.1
O=C(CCc1nnc(C2CCCCC2)o1)NCc1cccc(-n2cccn2)c1 | i | 1.8

# Structural class, the entries above with an NH in an aromatic ring
compound | KCNQ2 block | Kir21 inh
Cc1ccc(NS(=O)(=O)c2ccc(-c3ccc(=O)[nH]n3)o2)cc1N(C)C | i | 1.4
Nc1nc(SCC(=O)NC2CCCC2)[nH]c(=O)c1NC(=O)c1cccs1 | i | -0.1
O=C(Nc1ccc2[nH]ncc2c1)c1ccc(F)cc1 | i | 0.12
O=C(O)CCc1nnc(SCC(=O)Nc2cccc(C(F)(F)F)c2)[nH]c1=O | i | -0.63

# More structures
compound | KCNQ2 block | Kir21 inh
Oc1ccc(Nc2ncnc3ccccc23)cc1 | i | 0.44
Cc1ccc(C)c(NC(=O)Cn2nc(C)c3ccccc3c2=O)c1 | i | -0.02
CCOC(=O)C1CCCN(c2nc3ccccc3nc2C(C#N)C(=O)OC(C)C)C1 (stereo not given) | i | 0.73
CCn1cc(S(=O)(=O)Nc2ccc3c(c2)OCCO3)cn1 | i | 1.5
COc1ccc(-c2nnc3c4ccccc4c(C)nn23)cc1S(=O)(=O)N1CCN(CCO)CC1 | i | 1.4
c1ccc(CN2CCOCCOCCOCCOCCOCCOCC2)cc1 | i | -0.1
COC(=O)C1(C)NC(c2ccc(O)cc2)C2C(=O)N(c3ccc(F)cc3)C(=O)C21 (stereo not given) | i | 0.13
O=[N+]([O-])c1ccccc1CN1CCN(S(=O)(=O)Cc2ccccc2)CC1 | i | 0.02
CCOC(=O)c1ccc(N2Cc3ccccc3C2=N)cc1 | i | 1.7
Nc1c(-c2ccccc2)cnn1-c1ccccc1 | i | -0.31
CCN(CC)CCn1cnc2c1c(=O)n(CCOC(=O)c1cc(OC)c(OC)c(OC)c1)c(=O)n2C | i | -0.15
O=C(Cc1ccc(F)cc1)OCn1nnc2ccccc2c1=O | i | -0.34
Cc1cc(C)cc(C(=O)NCC(=O)OCC(=O)Nc2ccc(C)cc2Br)c1 | i | 0.65
O=C(Oc1cccc(F)c1)c1ccc2c(=O)n3c(nc2c1)CCC3 | i | 1.4
Cc1ccccc1-c1ncc(CN2CCC(CO)(CCCc3ccccc3)CC2)cn1 | i | 0.04
CCN1CCN(C(=O)CCc2nnc3ccc(N4CCN(c5cccc(OC)c5)CC4)nn23)CC1 | i | -1.3
CCCCn1c(=O)c(C(=O)OCC)c(O)c2ccccc21 | i | -2.7
CC(=O)C1C(c2cn(-c3ccccc3)nc2-c2cccs2)NC(=O)NC1(O)C(F)(F)F (stereo not given) | i | 0
COCCn1c(-c2cccs2)nc2nc3ccccc3nc21 | i | -0.68
CC(C)CC(NC(=O)C1CCC(C)CC1)C(=O)Nc1cccnc1 (stereo not given) | i | 0.57

# (more compounds)
# Every second line gives: KCNQ2 block, Kir21 inh
COC(=O)COc1ccc(S(=O)(=O)NCc2ccccn2)cc1
    i, 1.3
O=C(NCc1ccccc1Cl)C1CCCO1 (stereo not given)
    i, 0.3
CC(C)NC(=O)c1cc2cc(Br)ccc2oc1=O
    i, -0.52
C/C(=N\NS(=O)(=O)c1ccc(Cl)cc1)c1ccc(NC(=O)c2ccco2)cc1
    i, 0.03
CCOc1ccccc1C1C2C(=O)N(c3ccccc3)C(=O)C2ON1c1ccccc1 (stereo not given)
    i, 0.17
COc1cc(C(=O)NC(=S)NCc2ccco2)cc(OC)c1OC
    i, -0.13
Cc1c(C(=O)NC(=S)NCc2cccnc2)oc2ccccc12
    i, 0.99
Cc1ccc(C(=O)N2CCC(C(=O)NC3CCCCCC3)CC2)cc1
    i, -1.5
O=C(CSc1ccc(-c2ccc(F)cc2)nn1)N1CCCc2ccccc21
    i, -0.01
COc1cc(-n2c(=O)c3ccccc3n(Cc3cc(=O)n4ccccc4n3)c2=O)cc(OC)c1OC
    i, 1.4
C/C(=N/NC(=O)COc1cc(C)ccc1C(C)C)C(=O)O
    i, 0.65
Cc1cc(N(CN2CCCC2=O)C(=O)c2ccccc2)no1
    i, 2.4
Cc1noc(C)c1COc1ccc(CC(=O)NCc2ccccc2)cc1
    i, -0.02
Cc1cccc(N=C2NC(=O)CS2)c1
    i, -0.28
Cc1cc(C)n(C2=NS(=O)(=O)c3ccccc32)n1
    i, 0.26
Cn1nc(OC(=O)Nc2cccc(Cl)c2)cc1C(F)(F)F
    i, 0.34
Cc1cccc(NC(=O)NCCCCc2ccccc2)c1
    i, -0.92
Cc1cc(C)c(S(=O)(=O)NCCC2CCCN2C)c(C)c1 (stereo not given)
    i, 2.1
O=C1COc2ccc(C(=O)COC(=O)/C=C/c3cccc(F)c3)cc2N1
    i, 0.7
CCCCn1c(N)c(N(CC)C(=O)c2cccc(F)c2)c(=O)[nH]c1=O
    i, 0.49

# Given as labelled records: two of the compounds above.
> COc1cc(-n2c(=O)c3ccccc3n(Cc3cc(=O)n4ccccc4n3)c2=O)cc(OC)c1OC
  KCNQ2 block = i
  Kir21 inh = 1.4

> Cc1cc(C)n(C2=NS(=O)(=O)c3ccccc32)n1
  KCNQ2 block = i
  Kir21 inh = 0.26

# The results go on.
# Every second line gives: KCNQ2 block, Kir21 inh
Cc1ccc2nc(Cl)c(C3CC(c4ccco4)=NN3S(C)(=O)=O)cc2c1 (stereo not given)
    i, 1.3
O=C(NCCCCO)C(F)(F)C(F)(F)C(F)(F)C(=O)NCCCCO
    i, 0.45
CC(=O)c1ccccc1NC(=O)COC(=O)c1ccc2c(c1)nc(C)n2-c1ccccc1
    i, -1.2
Cc1ccc(F)c(NC(=O)c2c(-c3ccccc3)noc2C)c1
    i, 0.72
O=c1c2ccccc2nc(SCc2nc3ccccc3s2)n1Cc1ccco1
    i, 0.13
CCOC(=O)Cc1csc(NC(=O)c2c(-c3c(Cl)cccc3Cl)noc2C)n1
    i, 0.51
CCCc1cc(=O)[nH]c(SCC(=O)N2CCN(S(=O)(=O)c3ccc(C)cc3C)CC2)n1
    i, 1.2
CCCCOc1ccc(C(=O)OCC(=O)Nc2cc(C)on2)cc1
    i, -1.7
O=C(CC1(O)C(=O)N(CCc2ccccc2)c2ccccc21)c1ccccn1 (stereo not given)
    i, 1.8
O=[N+]([O-])c1cccc(N(CC(O)CN2CCCCC2)S(=O)(=O)c2ccccc2)c1 (stereo not given)
    i, 0.28
Cc1n[nH]c(=S)n1/N=C/c1ccc(OCc2ccc(Cl)cc2)cc1
    i, 2
CCOC(=O)N1CCN(S(=O)(=O)c2ccc(C(=O)Nc3ccc4c(c3)C(=O)NC4=O)cc2)CC1
    i, -1.2
CN(C)/C=C/C(=O)c1ccc(Cl)cc1Cl
    i, -1.2
COc1cccc(NC(=O)c2cc3cccc(OC)c3o/c2=N\O)c1
    -7.1*, -1.6
CC1CCCN(C(=O)CN2CCC(c3nc4ccc(Cl)cc4[nH]3)CC2)C1 (stereo not given)
    i, -2
CC1(C)CC(=O)C=C(Nc2ccc(S(N)(=O)=O)cc2)C1
    i, 0.04
Cc1ccccc1NC(=O)NCC1CCCO1 (stereo not given)
    i, 0.86
COC(=O)[C@@H](Cc1ccccc1)NC(=O)[C@H]1CCC(=O)N1C(=O)OCc1ccccc1
    i, 0.2
COC(=O)c1cccnc1-n1c(=O)c2cccnc2n(CC(=O)Nc2ccc(Br)cc2)c1=O
    i, 0.97
Clc1ccc(-c2csc(N/N=C\c3cccnc3)n2)cc1
    i, -0.23
COc1nc(Nc2ccccc2F)nc(OC)n1
    i, 0.47
Cc1cc(C2C(C#N)=C(N)SC(N)=C2C#N)c(C)s1
    i, -1.2
O=C(NCCCN1CCCC1=O)c1cccc(Oc2ccccc2)c1
    i, 0.76
